Pf Dd2 inh – blocks growth of Plasmodium falciparum Dd2 parasites; P. falciparum Dd2 growth, SYBR Green, 72 h; hits give low values; activity change, % at 10 µM; hit rate 2.3% among 94,000; AID 1159554; in the data active = activity change below about -80%; inconclusive = no clear call, values can overlap the other calls
Tcruzi prolif – inhibitors of T. cruzi proliferation. inhibition, % at 8.34 µM. T. cruzi beta-gal in NIH3T3, GalScreen luminescence, 90 h. hit rate 5.9% among 77,000. AID 624255;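 active = mean inhibition above about 93%, with at least 55% of replicates each passing it, limit read from the data, passing the limit was not always enough; inconclusive = only one of those two conditions holds; inactive = neither condition holds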
KDM4C inh – KDM4C (human) demethylase inhibition. Q9H3R0. GST-KDM4C 2-372, H3K9me3 peptide, LANCE TR-FRET. inhibition, % at 12.5 µM. hit rate 0.15% among 96,000. AID 720574;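 active = mean replicate inhibition above about 25%, with at least 55% of replicates also reaching it, limit read from the data, passing the limit was not always enough; inconclusive = only one of those two conditions met; inactive = neither condition met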
Target sequence (Q9H3R0 2-372 limits assumed): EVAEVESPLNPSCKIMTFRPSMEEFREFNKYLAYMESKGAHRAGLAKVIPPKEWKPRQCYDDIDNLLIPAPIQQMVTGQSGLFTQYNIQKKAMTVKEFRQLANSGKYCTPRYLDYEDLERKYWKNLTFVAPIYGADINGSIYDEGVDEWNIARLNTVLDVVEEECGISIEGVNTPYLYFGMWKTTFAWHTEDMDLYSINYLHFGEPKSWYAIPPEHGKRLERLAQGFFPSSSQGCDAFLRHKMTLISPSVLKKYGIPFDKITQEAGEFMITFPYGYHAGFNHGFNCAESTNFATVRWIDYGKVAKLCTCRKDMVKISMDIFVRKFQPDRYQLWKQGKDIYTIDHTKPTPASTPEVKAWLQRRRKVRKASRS
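Compound: one test concentration per compound; Material: GST-GASC-1 enzyme fragment 2-372; Amount: GASC-1 enzyme at 10 nM final in reaction; Also added: H3K9me3 peptide substrate, Fe(II), 2-oxoglutarate; Technique: LANCE TR-FRET; Times: 30 min demethylation and 1 h detection at room temperature.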
C diff growth – C. difficile growth inhibition; Clostridium difficile clinical isolate growth, OD600, 24 h; hits give low values; hit rate 0.25% among 86,000; growth activity, negative = inhibition, % at 16 µg/mL (by protocol);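 active = mean growth activity at or below -80% and every replicate also at or below -80%; inconclusive = mean at or below -80% but some replicate above -80%; inactive = mean growth activity above -80%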;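 note: 0% = DMSO wells and -100% = levofloxacin 16 µg/mL wells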
The depositor's hits bear a star.

The opening 2 records (preview)
For CCCC(=O)Nc1ccc2c(c1)C(=O)N(C)[C@@H]1CC[C@H](CC(=O)NCC3CCCCC3)O[C@H]1CO2 the results were Pf Dd2 inh 0, Tcruzi prolif 9, KDM4C inh 2.0 and C diff growth 4.
Screening CC(C)CC#Cc1ccc([C@@H]2[C@H]3CN(C(=O)Nc4ccccc4)CCCCN3[C@H]2CO)cc1 returned Pf Dd2 inh -13, Tcruzi prolif 48, KDM4C inh -1.0 and C diff growth 57.

Main list, from the first entry:
For CCCC(=O)Nc1ccc2c(c1)C(=O)N(C)[C@@H]1CC[C@H](CC(=O)NCC3CCCCC3)O[C@H]1CO2 the results were Pf Dd2 inh 0, Tcruzi prolif 9, KDM4C inh 2.0 and C diff growth 4.
Screening CC(C)CC#Cc1ccc([C@@H]2[C@H]3CN(C(=O)Nc4ccccc4)CCCCN3[C@H]2CO)cc1 returned Pf Dd2 inh -13, Tcruzi prolif 48, KDM4C inh -1.0 and C diff growth 57.
Screening C[C@H]1CN([C@@H](C)CO)C(=O)Cc2cc(NC(=O)Cc3ccccc3)ccc2O[C@H]1CN(C)S(=O)(=O)c1ccc(F)cc1 returned Pf Dd2 inh -31, Tcruzi prolif 12, KDM4C inh -0.7 and C diff growth 11.
For C[C@H]1CN([C@@H](C)CO)C(=O)c2cc(-c3ccc(F)cc3)cnc2O[C@@H]1CN(C)CC1CCCC1 the results were Pf Dd2 inh -23, Tcruzi prolif 4, KDM4C inh -1.1 and C diff growth 10.
C[C@@H]1CN([C@@H](C)CO)C(=O)c2cc(NC(=O)Nc3ccc4c(c3)OCO4)ccc2O[C@@H](C)CCCCO[C@H]1CN(C)Cc1ccc(C(=O)O)cc1 was read as Pf Dd2 inh 22, Tcruzi prolif 7, KDM4C inh 1.8 and C diff growth -1.
Cc1ccc(S(=O)(=O)N[C@@H]2C=C[C@@H](CC(=O)N3CCC(Cc4ccccc4)CC3)O[C@@H]2CO)cc1 was read as Pf Dd2 inh -66, Tcruzi prolif 80 and KDM4C inh -0.9.
Screening C[C@H]1CN([C@@H](C)CO)S(=O)(=O)c2ccc(C#Cc3cccnc3)cc2O[C@H]1CN(C)C(=O)CN(C)C returned Pf Dd2 inh -41, Tcruzi prolif 36, KDM4C inh -1.7 and C diff growth 8.
For O=C(C1CC1)N1CCCCN2[C@H](CO)[C@@H](c3ccc(C#CC4CCCC4)cc3)[C@@H]2C1 the results were Pf Dd2 inh 5, Tcruzi prolif 81, KDM4C inh 2.3 and C diff growth 0.
`CN(C)C(=O)C[C@H]1C=C[C@H](NC(=O)Nc2cccc(F)c2)[C@@H](CO)O1` gave Pf Dd2 inh 3, Tcruzi prolif 29, KDM4C inh 1.4 and C diff growth -2.
For CCC(=O)N1CC2(CCN(C(=O)c3cccnc3)CC2)c2c([nH]c3cc(OC)ccc23)[C@H]1CO the results were Pf Dd2 inh -58, KDM4C inh 2.5 and C diff growth 7.
For CNC[C@H]1OCCCC[C@H](C)Oc2ccc(NC(=O)Nc3ccc(C(F)(F)F)cc3)cc2C(=O)N([C@H](C)CO)C[C@@H]1C the results were Pf Dd2 inh -15, Tcruzi prolif 27, KDM4C inh -0.1 and C diff growth 8.
`CCC(=O)Nc1ccc2c(c1)C(=O)N(C)C[C@H](OC)[C@@H](C)CN(C(=O)c1ccncc1)[C@H](C)CO2` gave Pf Dd2 inh 31, Tcruzi prolif 15 and KDM4C inh 3.6.
For C[C@H](CO)N1C[C@H](C)[C@@H](CN(C)Cc2ccc(-c3ccccc3)cc2)Oc2c(NC(=O)C3CCOCC3)cccc2C1=O the results were Pf Dd2 inh -32, Tcruzi prolif 45, KDM4C inh -0.5 and C diff growth 21.
O=C([C@H]1[C@H](CO)[C@H]2Cn3c(cccc3=O)[C@@H]1N2CC1CCCC1)N1CCOCC1 was read as Pf Dd2 inh 10, KDM4C inh -1.1 and C diff growth 8.
`C/C=C/c1ccc2c(c1)O[C@@H](CN(C)Cc1ccncc1)[C@@H](C)CN([C@H](C)CO)S2(=O)=O` gave Pf Dd2 inh 15, Tcruzi prolif 103*, KDM4C inh 15 and C diff growth 9.
CCCNC(=O)N1[C@@H]2CN(C(=O)Nc3ccc(F)cc3)c3ccccc3[C@@H]2[C@@H]1CO was read as Pf Dd2 inh -30, Tcruzi prolif 33, KDM4C inh 6.2 and C diff growth -4.
For CO[C@@H]1CN(C)C(=O)c2cc(NC(=O)C3CC3)ccc2OC[C@H](C)N(Cc2cccnc2)C[C@H]1C the results were Tcruzi prolif 65 and KDM4C inh 1.3.
Screening O=C(NCC(F)(F)F)[C@H]1[C@H](CO)[C@H]2Cn3c(cccc3=O)[C@H]2N1C(=O)C1CCC1 returned Pf Dd2 inh 8, Tcruzi prolif 64, KDM4C inh 1.9 and C diff growth 5.
`O=C(Nc1ccc(F)cc1)N1CCCCN2[C@H](CO)[C@@H](c3ccc(-c4ccncc4)cc3)[C@@H]2C1` gave Pf Dd2 inh 26, Tcruzi prolif 17, KDM4C inh -0.9 and C diff growth 16.
CN1[C@H](C(=O)NC2CCCC2)[C@@H](CO)[C@@H]2Cn3c(ccc(/C=C/c4ccccc4)c3=O)[C@@H]21 was read as Pf Dd2 inh -16, KDM4C inh 1.9 and C diff growth -7.
`C[C@H]1CCCCO[C@@H](CN(C)CC2CC2)[C@@H](C)CN([C@@H](C)CO)C(=O)c2cc(NC(=O)c3ccccc3)ccc2O1` gave Pf Dd2 inh -76, Tcruzi prolif 64, KDM4C inh -2.3 and C diff growth -6.
For COC(=O)[C@@H]1[C@@H](CO)[C@@H]2Cn3c(ccc(C4=CCCC4)c3=O)[C@@H]2N1C(=O)C1CC1 the results were Pf Dd2 inh 18, Tcruzi prolif -10, KDM4C inh 0.5 and C diff growth 0.
`COc1cccc(C(=O)Nc2ccc3c(c2)OC[C@@H](C)N(CCc2ccccc2)C[C@@H](C)[C@H](OC)CN(C)C3=O)c1` gave Pf Dd2 inh -37, Tcruzi prolif 118* and KDM4C inh -1.3.
CC(C)NC(=O)Nc1ccc2c(c1)C(=O)N([C@@H](C)CO)C[C@@H](C)[C@H](CN(C)C(=O)NC1CCCCC1)O2 was read as Pf Dd2 inh 14, Tcruzi prolif 21, KDM4C inh -1.0 and C diff growth 2.
`C[C@H]1CN([C@@H](C)CO)C(=O)c2cc(NS(=O)(=O)c3ccccc3)ccc2O[C@@H]1CN(C)S(=O)(=O)c1cn(C)cn1` gave Pf Dd2 inh 19, Tcruzi prolif -15, KDM4C inh -1.5 and C diff growth -8.
Cc1cccc(S(=O)(=O)N2CCCCN3[C@H](CO)[C@@H](c4ccc(C#C[C@H](C)O)cc4)[C@H]3C2)c1 was read as Pf Dd2 inh -24, Tcruzi prolif inconclusive, KDM4C inh 0.4 and C diff growth 7.
Screening CO[C@@H]1CN(C)C(=O)c2ccc(NC(=O)c3cccc(F)c3)cc2OC[C@@H](C)N(C(C)=O)C[C@@H]1C returned Pf Dd2 inh -35, Tcruzi prolif -4, KDM4C inh -0.4 and C diff growth 1.
C[C@@H]1CN([C@H](C)CO)C(=O)c2cccc(NC(=O)c3ccncc3)c2O[C@@H]1CN(C)C(=O)Nc1cccc2ccccc12 was read as Pf Dd2 inh -15, Tcruzi prolif 78, KDM4C inh 0.1 and C diff growth 3.
Screening C[C@@H]1CN([C@@H](C)CO)C(=O)c2cccc(NS(=O)(=O)c3ccc(F)cc3)c2O[C@H]1CN(C)CC1CC1 returned Pf Dd2 inh 27, Tcruzi prolif -13, KDM4C inh 0.1 and C diff growth 8.
Screening CNC[C@@H]1Oc2ccc(NC(=O)Nc3ccc4c(c3)OCO4)cc2CC(=O)N([C@H](C)CO)C[C@H]1C returned Pf Dd2 inh 35, Tcruzi prolif 17, KDM4C inh 1.9 and C diff growth -10.
For CCCNC(=O)N1[C@@H]2Cn3c(ccc(-c4ccccc4OC)c3=O)[C@H]1[C@@H](C(=O)N(C)C)[C@@H]2CO the results were Pf Dd2 inh 5, Tcruzi prolif 14, KDM4C inh -0.7 and C diff growth 1.
C[C@@H]1CN([C@@H](C)CO)C(=O)c2cc(N(C)C)ccc2O[C@@H](C)CCCCO[C@H]1CN(C)C(=O)c1ccncc1 was read as Pf Dd2 inh 3, Tcruzi prolif 5, KDM4C inh 5.7 and C diff growth 2.
Screening O=C(N[C@@H]1CC[C@@H](CCn2cc(-c3ccccn3)nn2)O[C@H]1CO)c1cccnc1 returned Pf Dd2 inh -18, Tcruzi prolif 14, KDM4C inh -0.8 and C diff growth 0.
For C[C@@H]1CCCCO[C@H](CN(C)C(=O)Nc2ccc3c(c2)OCO3)[C@@H](C)CN([C@@H](C)CO)C(=O)c2cc(NC(=O)c3ccncc3)ccc2O1 the results were Pf Dd2 inh 8, Tcruzi prolif 70, KDM4C inh 6.5 and C diff growth 1.
C[C@H](CO)N1C[C@H](C)[C@@H](CN(C)Cc2ccc(C(=O)Nc3ccccc3N)cc2)Oc2c(NC(=O)c3nc4ccccc4s3)cccc2C1=O was read as Pf Dd2 inh -89*, Tcruzi prolif 106* and KDM4C inh -1.6.
COc1ccc(S(=O)(=O)N2CCCCN3[C@H](C2)[C@H](c2ccc(C#CCC(C)C)cc2)[C@@H]3CO)cc1 was read as Pf Dd2 inh 3, Tcruzi prolif 103*, KDM4C inh -0.5 and C diff growth 23.
`CN1CCN(C(=O)C[C@H]2CC[C@@H]3[C@H](COC[C@H](O)CN3C(=O)Nc3cc(Cl)cc(Cl)c3)O2)CC1` gave Pf Dd2 inh 1, Tcruzi prolif -37 and KDM4C inh -15.
COc1cccc(NC(=O)N(C)C[C@@H]2Oc3cc(-c4cccc(C(=O)N(C)C)c4)ccc3S(=O)(=O)N([C@H](C)CO)C[C@H]2C)c1 was read as Pf Dd2 inh -16, Tcruzi prolif 34, KDM4C inh 0.3 and C diff growth -1.
Screening COc1ccc(S(=O)(=O)N2C[C@@H](O)COC[C@H]3O[C@H](CC(=O)NCCCN4CCOCC4)CC[C@@H]32)cc1 returned Pf Dd2 inh 3, Tcruzi prolif -9 and KDM4C inh 1.0.
`C[C@H]1CN([C@@H](C)CO)S(=O)(=O)c2ccc(C3=CCCC3)cc2O[C@H]1CN(C)C(=O)c1ccccc1` gave Pf Dd2 inh -32, Tcruzi prolif 21, KDM4C inh 1.6 and C diff growth -4.
For CC(C)NC(=O)Nc1ccc2c(c1)CC(=O)N([C@H](C)CO)C[C@@H](C)[C@H](CN(C)Cc1ccncc1)O2 the results were Pf Dd2 inh 9, KDM4C inh 0.9 and C diff growth -3.
Screening O=C(Cc1ccccn1)NCC[C@@H]1CC[C@H](NC(=O)c2ccccc2F)[C@H](CO)O1 returned Pf Dd2 inh 4, Tcruzi prolif 25 and KDM4C inh 1.5.
C[C@H]1CCCCO[C@H](CN(C)S(=O)(=O)c2cn(C)cn2)[C@@H](C)CN([C@@H](C)CO)C(=O)c2cc(NC(=O)CCC(F)(F)F)ccc2O1 was read as Pf Dd2 inh 22, Tcruzi prolif 22, KDM4C inh -1.1 and C diff growth -3.
Screening C[C@@H]1CN([C@@H](C)CO)C(=O)Cc2cc(NC(=O)CCC(F)(F)F)ccc2O[C@H]1CN(C)S(=O)(=O)c1cn(C)cn1 returned Pf Dd2 inh 15, Tcruzi prolif -2, KDM4C inh -0.8 and C diff growth 2.
COc1ccc(-c2ccc([C@H]3[C@H](C#N)N(C(=O)NC(C)C)[C@H]3CO)cc2)cc1 was read as Pf Dd2 inh -54, Tcruzi prolif 90, KDM4C inh -1.2 and C diff growth -11.

Brought forward from above: two compounds; new compounds follow.
Screening C[C@@H]1CN([C@@H](C)CO)C(=O)Cc2cc(NC(=O)CCC(F)(F)F)ccc2O[C@H]1CN(C)S(=O)(=O)c1cn(C)cn1 returned Pf Dd2 inh 15, Tcruzi prolif -2, KDM4C inh -0.8 and C diff growth 2.
COc1ccc(-c2ccc([C@H]3[C@H](C#N)N(C(=O)NC(C)C)[C@H]3CO)cc2)cc1 was read as Pf Dd2 inh -54, Tcruzi prolif 90, KDM4C inh -1.2 and C diff growth -11.
CCS(=O)(=O)N1CCCCN2[C@@H](CO)[C@H](c3ccc(C#Cc4ccccc4OC)cc3)[C@@H]2C1 was read as Pf Dd2 inh -15, Tcruzi prolif 114*, KDM4C inh -2.2 and C diff growth 60.
For COCCNC(=O)C[C@@H]1CC[C@H]2[C@H](COc3ccc(NS(=O)(=O)c4ccc(Cl)cc4)cc3C(=O)N2C)O1 the results were Pf Dd2 inh 6, Tcruzi prolif 17, KDM4C inh 1.3 and C diff growth -2.
O=C(C1CCOCC1)N1C[C@@H]2[C@H](c3ccccc31)[C@@H](CO)N2Cc1ccc(Cl)cc1 was read as Pf Dd2 inh 1, Tcruzi prolif 13, KDM4C inh 2.4 and C diff growth 13.
For C[C@@H]1CN([C@H](C)CO)C(=O)c2cc(C#CC3(O)CCCC3)cnc2O[C@H]1CN(C)C(=O)CC1CC1 the results were Pf Dd2 inh 13, Tcruzi prolif -90, KDM4C inh -0.8 and C diff growth 1.

Source: PubChem
